H9c2 protect = myocardial damage modulation in H9c2 cells | H9c2 cardiomyocytes, H2O2 injury protection, ATPLite, 2 h | protection from H2O2 cell death, % at 20 µM | AID 588492 | 360,000 compounds, 0.63% hits;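 active = compounds giving at least 50% protection of heart cells from peroxide-induced death in the single-dose screen, raw or plate-pattern-corrected value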;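 also: 0% = DMSO wells with peroxide and 100% = DMSO wells without peroxide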
ABCB6 inh MLPCN = human ABCB6 transporter inhibition; Q9NP58; K562-ABCB6 porphyrin accumulation, flow cytometry, 1 h; stronger effect = lower value; fluorescence ratio to DMSO, % at 10 µM; 360,000 compounds, 0.19% hits;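 active = fluorescence ratio to DMSO below 75%, the collection mean minus 3 SD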;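 also: signal is porphyrin accumulated inside mitochondria; 100% equals median channel fluorescence of DMSO control wells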
aDG glyco act = increases alpha dystroglycan glycosylation; Pro5-aDG cells, alpha-DG glycosylation AlphaScreen (IIH6); 0% Pro5, 100% B10-LARGE cell signal; AID 624168; 360,000 compounds, 0.22% hits; activation, % at 10 µM;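 active = activation of at least 8% versus controls, or a plate z-score of at least 8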;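 also: Pro5 are CHO cells carrying HIG-tagged alpha-DG that lacks glycosylation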
iPSC survival up = enhancers of human iPSC single-cell survival; hiPSC single-cell survival, ATPlite luminescence; 100% = ROCK inhibitor wells, 0% = DMSO; survival enhancement, % at 20 µM; 360,000 compounds, 0.044% hits; AID 602274; in the data active = survival enhancement above about 18%;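 also: cells exposed to compounds for 16 hours before the ATP read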
m5-HT2A agonist = mouse HTR2A agonism via beta-arrestin recruitment. P35363. CHO-K1 mHTR2A beta-arrestin complementation, luminescence; percent of 30 µM serotonin response. activation, % at 7.6 µM. 360,000 compounds, 0.66% hits. AID 624169;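 active = activation above a run cutoff, the mean activation of all tested compounds plus 3 SD, cut at about 14% in these data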;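 also: 0% = plate median of compound wells and 100% = 30 µM serotonin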
Target sequence (P35363 whole entry, looked up): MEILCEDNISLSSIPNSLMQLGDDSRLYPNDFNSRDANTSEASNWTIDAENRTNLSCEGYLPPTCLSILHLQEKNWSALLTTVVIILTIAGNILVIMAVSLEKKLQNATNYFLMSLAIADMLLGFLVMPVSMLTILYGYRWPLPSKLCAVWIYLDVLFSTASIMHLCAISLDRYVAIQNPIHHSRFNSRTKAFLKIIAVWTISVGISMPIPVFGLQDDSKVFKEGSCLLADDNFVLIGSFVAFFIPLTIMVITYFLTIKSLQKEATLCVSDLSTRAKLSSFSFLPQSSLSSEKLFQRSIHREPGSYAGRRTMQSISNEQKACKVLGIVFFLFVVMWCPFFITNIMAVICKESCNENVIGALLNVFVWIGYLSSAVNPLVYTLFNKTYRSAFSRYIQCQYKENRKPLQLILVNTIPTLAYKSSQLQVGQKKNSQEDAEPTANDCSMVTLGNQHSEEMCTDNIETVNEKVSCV
MC4R antagonist = blocks human MC4R cAMP signaling. MC4R-expressing cells, MTII-stimulated cAMP, LANCE TR-FRET. P32245. 360,000 compounds, 0.48% hits. inhibition, % at 6.5 µM;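 active = inhibition above its plate's cutoff, the mean of tested wells on that plate plus 3 SD, cut at about 29% in these data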;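 also: 0% = Melanotan II alone and 100% = Melanotan II plus saturating MCL0020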
Target sequence (P32245 whole entry, looked up): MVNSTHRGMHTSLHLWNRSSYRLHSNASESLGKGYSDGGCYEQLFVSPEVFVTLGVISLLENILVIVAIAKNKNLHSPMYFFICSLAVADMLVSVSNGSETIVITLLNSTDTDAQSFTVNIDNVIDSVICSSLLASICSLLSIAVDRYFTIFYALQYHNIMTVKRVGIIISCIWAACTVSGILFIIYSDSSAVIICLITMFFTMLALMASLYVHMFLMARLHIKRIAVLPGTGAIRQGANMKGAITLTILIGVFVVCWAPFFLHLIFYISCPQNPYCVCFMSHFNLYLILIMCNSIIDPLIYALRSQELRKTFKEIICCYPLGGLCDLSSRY
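system = U2OS cells with stable human MC4R expression | also added = Melanotan II challenge after compound preincubation | dosing = one concentration, 6.5 µM nominal | incubation = compound 30 min, challenge 1 h, detection 1 h | measured by = TR-FRET with Eu-cAMP and labeled anti-cAMP, 671 nm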
Glyco luc inh = N-linked glycosylation inhibition; D54 ERlucT glycosylation luciferase reporter, 24 h; percent of 100 nM tunicamycin response; reporter increase, % at 12.5 µM; 360,000 compounds, 0.23% hits;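 active = mean luciferase reporter signal, scaled so untreated is 0 and the glycosylation-blocking control 100, at or above a set limit in every replicate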;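 also: luciferase carries N-glycosylation sites so blocking glycosylation raises the light; 0% = median of neutral control wells and 100% = median of 100 nM tunicamycin wells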
MC4R barr agon = agonists of human melanocortin 4 receptor (MC4R) beta-arrestin | activation, % at 8.9 µM | AID 540308 | U2OS MC4R beta-arrestin complementation, luminescence; percent of melanotan II response, DMSO zero | 360,000 compounds, 0.98% hits;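 active = activation above a per-plate cutoff, the mean activation of sample wells on that plate plus 3 SD, cut at about 8% in these data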
ABHD5 PLIN5 PPI = inhibitors of human ABHD5-perilipin-5 interaction; Q00G26+Q8WTS1; Split G. princeps luciferase complementation, luminescence, 4 h; inhibition, % at 4 µM; 360,000 compounds, 0.78% hits; AID 602281;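 active = inhibition above the mean inhibition across every tested compound plus 3 SD, cut at about 22% in these data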;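 also: 0% = DMSO only wells and the 100% control is not disclosed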
Granule exo inh = blocks lytic granule exocytosis | AID 651702 | 360,000 compounds, 0.66% hits | inhibition, % at 10 µM | TALL-104 LAMP-1 surface exposure, flow cytometry; cells stimulated with thapsigargin and PMA;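 active = inhibition above about 55%, limit read from the data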
Starred values were filed as active, the others as inactive; . = no result given.

compound,H9c2 protect,ABCB6 inh MLPCN,aDG glyco act,iPSC survival up,m5-HT2A agonist,MC4R antagonist,Glyco luc inh,MC4R barr agon,ABHD5 PLIN5 PPI,Granule exo inh
O=C(CCCn1nnc(-c2cccnc2)n1)c1ccc(F)cc1,-5,95,0.2,-0.7,-1,10,-1,-0.4,8,2
O=C(Nc1ccc(C(F)(F)F)cc1)C1(c2ccccc2)CC1,-12,97,-0.1,-0.9,-1,5,1,4.6,-11,-7
CC1(C(=O)Nc2cccc3c2CCCC3)CCN1C(=O)c1cccc(F)c1 (stereo not drawn),4,97,-0.3,-3.1,-3,-1,1,-2.5,-6,5
COCCN(Cc1cc2cccc(C)c2[nH]c1=O)C(=O)c1ccccc1,-1,97,0.3,1.5,6,-1,1,3.3,7,-1
CCC(=O)Nc1ccc(N2CCN(C(=O)c3ccccc3C)CC2)cc1,-2,65*,-0.3,1.2,-1,5,-2,0.2,6,-3
O=C(O)c1ccc2c(=O)n3c(nc2c1)/C(=C/c1ccccc1Br)CC3,15,98,-0.1,-0.4,-6,-18,3,0.8,5,-1
O=C(CCc1nc(-c2ccccc2Cl)no1)NC1CCCCC1,2,73*,0.1,-0.6,1,3,1,-2.1,-5,-9
COc1ccc(CCNC(=O)Cc2ccsc2)cc1,7,93,-0.1,0.8,5,-7,0,-3.4,-6,0

Further compounds:
compound,H9c2 protect,ABCB6 inh MLPCN,aDG glyco act,iPSC survival up,m5-HT2A agonist,MC4R antagonist,Glyco luc inh,MC4R barr agon,ABHD5 PLIN5 PPI,Granule exo inh
NC(=O)C1CCCN(C(=O)c2ccc(NC(=O)c3cccs3)cc2)C1 (stereo not drawn),12,98,-0.2,-0.9,7,-3,0,-0.6,0,-4
COc1ccc(-c2cnn3cc(-c4cccc(Cl)c4)cnc23)cc1,0,84,0.0,0.0,-7,-1,3,-0.6,-3,-1
O=C(OCc1ccccc1)N(CCF)c1cn(Cc2ccccc2)c(=O)n(Cc2ccccc2)c1=O,1,95,0.1,12,-2,5,-3,-1.3,-2,25
CN(C)CCNC(=O)c1cc(Br)ccc1Cl,5,94,-0.1,-3.4,0,12,0,-1.1,3,-2
O=C1N/C(=N\S(=O)(=O)Cc2ccccc2)S/C1=C/c1cccc([N+](=O)[O-])c1,1,101,0.1,-0.2,5,18,-1,-0.2,7,-2
CCn1c(=O)cc(OCC(=O)N(C)C2CCCCC2)c2ccccc21,3,91,-0.1,-2.4,2,6,6,-0.3,2,2
C/C(Cl)=C/Cn1c(NCCCn2ccnc2)nc2c1c(=O)[nH]c(=O)n2C,-8,113,0.0,1.0,4,2,2,-0.6,1,2
CCN(CC)C(=O)Cn1c(=O)n(Cc2ccccc2Cl)c2c1c(=O)n(C)c(=O)n2C,11,98,0.1,0.2,1,-1,0,-1.8,-3,3

Next results.
compound,H9c2 protect,ABCB6 inh MLPCN,aDG glyco act,iPSC survival up,m5-HT2A agonist,MC4R antagonist,Glyco luc inh,MC4R barr agon,ABHD5 PLIN5 PPI,Granule exo inh
Cc1ccc(C(=O)CSc2nc(-c3ccccc3)cc(=O)[nH]2)cc1,-1,103,-0.2,2.0,-3,11,1,-0.3,4,27
CC(=O)NCC(=O)OCC(=O)c1ccc(Br)cc1,-2,98,0.2,-0.6,4,0,0,-1.8,5,3
Cc1ccc(-n2ncc3c(=O)n(CC(=O)NCC4CCCO4)cnc32)cc1 (stereo not drawn),-9,113,-0.2,4.0,1,4,0,-1.7,-1,-2
COC(=O)c1ccc(NC(=O)c2sc3nc(-c4ccccc4)cn3c2C)cc1,-12,96,5.9,-1.7,2,9,-7,1.5,8,-1
COc1ccc(OC(=O)c2ccc3nsnc3c2)cc1,-12,189,0.2,3.5,1,7,0,-0.3,-3,18
O=C1NC[C@@H](CCCCN2C[C@H](Cc3ccc(O)cc3)N(CCc3ccccc3)C(=O)C2=O)N(CCc2ccccc2)C1=O,.,99,-0.1,1.2,-4,.,.,.,13,0
CC1CCC(NC(=O)CCCCn2c(=O)[nH]c3ccsc3c2=O)CC1 (stereo not drawn),2,158,-0.1,1.1,13,6,0,-0.4,-8,-6
CCN(CC)Cc1cc(CC(C(N)=O)C(N)=O)ccc1OC,13,100,0.3,-1.1,3,0,4,-1.5,-3,-1

More results.
compound,H9c2 protect,ABCB6 inh MLPCN,aDG glyco act,iPSC survival up,m5-HT2A agonist,MC4R antagonist,Glyco luc inh,MC4R barr agon,ABHD5 PLIN5 PPI,Granule exo inh
C=CCn1c(SCC(=O)NCc2ccco2)nc2sc3c(c2c1=O)CCC3,2,94,0.4,-0.1,-1,-5,1,-1.5,0,2
CCOCC(=O)Nc1nc2ccc(C)cc2s1,-17,100,-0.1,3.8,-1,18,-7,4.2,-5,-2
COc1ccc(-n2c(C)cc(/C=C3\C(=N)N4N=C(CC(=O)N5CCOCC5)SC4=NC3=O)c2C)c(OC)c1,3,93,-0.7,0.0,2,8,-4,-2.0,1,-1
O=C(Nc1nnc([C@@H]2C[C@H](O)[C@@H](CO)O2)s1)NC1CCCCC1,12,99,-0.4,7.6,6,8,0,-1.1,6,-7
CCN(CC)C(=O)c1ccc2nc([C@@H]3O[C@H](CO)[C@H](O)[C@H](O)[C@H]3O)[nH]c2c1,1,105,-0.2,-0.3,-3,8,0,-0.5,-9,-9
C#CCOCCOCCOCCNc1nc(N2CCN(C(=O)[C@H](CCCCN)n3cc(CN)nn3)CC2)nc(N2CCN(C(=O)[C@H](CCC(=O)O)n3cc([C@@H](N)[C@H](C)CC)nn3)CC2)n1,0,98,0.2,2.4,5,1,1,-0.9,-1,7
CCOC(=O)c1cnc2ccc(Cl)cc2c1Nc1ccc(S(=O)(=O)Nc2ncccn2)cc1,3,101,-0.1,1.7,4,13,-4,1.2,2,14
O=C(CCN1C(=O)C2CCCCC2C1=O)NNC(=O)c1cccc(Cl)c1 (stereo not drawn),-2,98,-0.1,-1.9,-2,0,2,-2.0,6,-8

Just iPSC survival up (two entries from above):
Compound	iPSC survival up
CCOC(=O)c1cnc2ccc(Cl)cc2c1Nc1ccc(S(=O)(=O)Nc2ncccn2)cc1	1.7
O=C(CCN1C(=O)C2CCCCC2C1=O)NNC(=O)c1cccc(Cl)c1 (stereo not drawn)	-1.9

Further structures
compound,H9c2 protect,ABCB6 inh MLPCN,aDG glyco act,iPSC survival up,m5-HT2A agonist,MC4R antagonist,Glyco luc inh,MC4R barr agon,ABHD5 PLIN5 PPI,Granule exo inh
CCc1ccc(CNC(=O)c2ccc(OC)c(OC3CCN(C(C)C)CC3)c2)nc1,4,104,-0.2,0.5,-5,4,-3,-4.4,3,2
Cc1ccc(NC(=S)N(CCCN2CCOCC2)Cc2cccs2)c(C)c1,-2,100,-0.1,-1.1,10,1,0,-2.3,7,4
C=CCN(c1ccccc1)S(=O)(=O)c1cccc(C(=O)OCC(=O)NCCOC)c1,-1,93,0.1,0.8,-1,2,-1,-1.2,-3,-2
CC(c1ccccc1)N(C)C(=O)CN1CCN(S(=O)(=O)c2ccc3c(c2)OCCCO3)CC1 (stereo not drawn),-7,99,0.8,-0.5,-1,1,-3,-0.6,-2,0
COc1ccc(-c2noc(CNC(=O)CCN3C(=O)[C@H]4CC=CC[C@H]4C3=O)n2)cc1,-2,98,0.0,-0.2,5,-2,-1,0.2,3,8
O=NN(CC(=O)NNc1ccccc1)CC(=O)NNc1ccccc1,2,104,0.0,-0.2,-1,.,5,.,3,-3
C/C(=N/NC(=O)c1ccc(O)cc1)c1cccc([N+](=O)[O-])c1,6,93,-0.1,7.7,1,10,0,2.4,-6,1
C=CC[C@@H](Cc1ccc(F)cc1)C(=O)OC[C@H]1CCCN1C(=O)[C@H](CC=C)CC(=O)N[C@H](CO)Cc1ccccc1,3,100,0.2,-1.6,-2,7,0,-1.2,12,-15

Further entries
compound,H9c2 protect,ABCB6 inh MLPCN,aDG glyco act,iPSC survival up,m5-HT2A agonist,MC4R antagonist,Glyco luc inh,MC4R barr agon,ABHD5 PLIN5 PPI,Granule exo inh
Cc1ccc2c(c1)C1(C)C(C(C)(C)N2C=O)C1(Cl)Cl (stereo not drawn),-2,90,-0.1,0.1,-1,-4,0,-1.8,-2,-4
Cc1ccnc(NC(=O)CCC(=O)N(CC(=O)NC(C)(C)C)c2ccc(F)c(Cl)c2)c1,-6,97,-0.1,0.3,-2,2,3,-1.1,1,-1
CC(C)OC(=O)CSc1nc2cccnc2n1C1CCCCC1,5,103,0.2,2.8,-1,-4,-2,-0.6,0,-1
O=C(COC(=O)c1ccc(S(=O)(=O)NCc2ccco2)cc1)Nc1ccc(OC(F)F)cc1,-2,158,-0.4,1.1,-3,4,0,-0.3,-1,2
Cc1ccc(C)c(S(=O)(=O)N2CCN(C(=O)[C@@H]3CCCN3C(=O)c3cccs3)CC2)c1,-5,95,-0.2,1.6,7,0,-1,-1.9,3,4
O=C(Cn1ncc(Cl)c(Cl)c1=O)N1CCc2ccccc21,-37,105,0.0,0.0,-8,-12,-22,2.6,6,0
CN1/C(=C\C(=O)c2cccc([N+](=O)[O-])c2)Sc2ccccc21,-4,98,0.1,-0.3,7,2,-6,0.4,-11,31
CCOC(=O)C1(C)CCCN(C(=O)c2cc(F)ccc2C)C1 (stereo not drawn),-1,100,-0.5,8.1,-3,4,1,-1.6,-4,-3

The listing continues.
compound,H9c2 protect,ABCB6 inh MLPCN,aDG glyco act,iPSC survival up,m5-HT2A agonist,MC4R antagonist,Glyco luc inh,MC4R barr agon,ABHD5 PLIN5 PPI,Granule exo inh
C=CCn1c(SCC(=O)C(C)(C)C)nnc1-c1cccs1,1,96,0.1,-0.5,-1,7,1,-2.1,-4,2
COc1ccc(/C=C/C(=O)NCCc2nc3ccccc3[nH]2)cc1,1,97,0.0,0.2,3,-4,-1,-2.2,-1,-9
COc1ccc(S(=O)(=O)N2CCCC(C(=O)NCC3CCCO3)C2)cc1OC (stereo not drawn),-3,102,0.1,0.1,1,4,1,-2.5,-2,-4
CC(=O)C1=NOC(CNC(=O)c2c(-c3ccccc3Cl)noc2C)C1 (stereo not drawn),14,93,1.5,-1.2,5,5,1,-1.9,-1,-2

Assay outcomes as filed in PubChem BioAssay.

No enrichment for hits; overall some 4.5% were active at least once.
